DAX1 inh-1 – DAX1 (NR0B1) inhibitors, primary screen, cell-based, HEK293, Gal4-DAX1, luciferase luminescence. HEK293 Gal4-DAX1 luciferase reporter. 0.99% of 340,000 active. inhibition, % at 6.75 µM. AID 504766, 2011;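 active means inhibition above the mean over all tested compounds plus 3 SD, cut at about 4.2% in these data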;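 further: 0% = DAX1-transfected cells with DMSO and 100% = empty-vector control cells with DMSO; inhibition shows as a rise in luminescence from relieved DAX1 repression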
ssDAF12 agonist – S. stercoralis DAF-12 nuclear receptor activators, primary screen, cell-based, luminescence, HEK293, GRIP1 co-expression, lit1-tk-luc. Nuclear hormone receptor DAF-12 (Strongyloides stercoralis). HEK293 ssDAF-12/GRIP1 lit1-tk-luc reporter; % of 3 µM dafachronic acid response. activation, % at 6.8 µM. 1% of 370,000 active;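 active means activation above the mean over all tested compounds plus 3 SD, cut at about 0.9% in these data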;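 further: 0% = DMSO-only wells and 100% = 3 µM delta7-dafachronic acid wells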
hgDAF-12 ag – H. glycines DAF-12 receptor agonists, primary screen, cell-based, luminescence, HEK293, GAL4 fusion, UAS-luciferase; activation, % at 6.8 µM; HEK293 GAL4-hgDAF12 UAS-luciferase reporter, agonist luminescence; normalized to butyrate control; AID 687014, 2013; 1.8% of 370,000 active;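 active means activation above a cutoff set at the mean of all screened compounds plus 3 SD, cut at about 10% in these data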;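 further: 0% = DMSO wells and 100% = sodium butyrate wells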
GAA850 FXN act – FXN promoter activators, primary screen, cell-based, luciferase luminescence, HEK293 lucGAA850; HEK293 lucGAA850 FXN promoter luciferase reporter, 24 h; percent of 10 µM SAHA response; activation, % at 6 µM; 0.56% of 360,000 active;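 active means activation above the average of all compounds screened plus 3 SD, cutoff fixed separately per campaign, cut at about 7.5% in these data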;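 further: 0% = DMSO wells and 100% = 10 µM SAHA wells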
SMARCA2 activ – SMARCA2 (BRM) function activators, primary screen, cell-based, luminescence, high throughput. MG213 cells, MMTV-luciferase reporter, dexamethasone, overnight. AID 652017, 2013. activation, % at 9.1 µM. 1% of 370,000 active; in the data active means activation above about 7.8%;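 further: 0% = vehicle wells and 100% = reference activator wells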
PG9 binder – binders of HIV-1 gp120 antibody PG9, primary screen, biochemical, TR-FRET | HIV-1 gp120 / PG9 antibody interaction | TR-FRET gp120-PG9 antibody binding | inhibition, % at 6.7 µM | 0.43% of 360,000 active | AID 624416, 2012; in the data active means inhibition above about 8.5%
PLCb3 inh – human PLC-beta3 inhibitors, primary screen, biochemical, fluorescence. 0.18% of 370,000 active. Purified PLC-beta3, fluorogenic substrate. inhibition, % at 12.2 µM. AID 720704, 2013; in the data active means inhibition above about 11%;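 further: 0% = median of compound wells on plate and 100% = full blocker control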
Target sequence (Q01970 whole entry, looked up): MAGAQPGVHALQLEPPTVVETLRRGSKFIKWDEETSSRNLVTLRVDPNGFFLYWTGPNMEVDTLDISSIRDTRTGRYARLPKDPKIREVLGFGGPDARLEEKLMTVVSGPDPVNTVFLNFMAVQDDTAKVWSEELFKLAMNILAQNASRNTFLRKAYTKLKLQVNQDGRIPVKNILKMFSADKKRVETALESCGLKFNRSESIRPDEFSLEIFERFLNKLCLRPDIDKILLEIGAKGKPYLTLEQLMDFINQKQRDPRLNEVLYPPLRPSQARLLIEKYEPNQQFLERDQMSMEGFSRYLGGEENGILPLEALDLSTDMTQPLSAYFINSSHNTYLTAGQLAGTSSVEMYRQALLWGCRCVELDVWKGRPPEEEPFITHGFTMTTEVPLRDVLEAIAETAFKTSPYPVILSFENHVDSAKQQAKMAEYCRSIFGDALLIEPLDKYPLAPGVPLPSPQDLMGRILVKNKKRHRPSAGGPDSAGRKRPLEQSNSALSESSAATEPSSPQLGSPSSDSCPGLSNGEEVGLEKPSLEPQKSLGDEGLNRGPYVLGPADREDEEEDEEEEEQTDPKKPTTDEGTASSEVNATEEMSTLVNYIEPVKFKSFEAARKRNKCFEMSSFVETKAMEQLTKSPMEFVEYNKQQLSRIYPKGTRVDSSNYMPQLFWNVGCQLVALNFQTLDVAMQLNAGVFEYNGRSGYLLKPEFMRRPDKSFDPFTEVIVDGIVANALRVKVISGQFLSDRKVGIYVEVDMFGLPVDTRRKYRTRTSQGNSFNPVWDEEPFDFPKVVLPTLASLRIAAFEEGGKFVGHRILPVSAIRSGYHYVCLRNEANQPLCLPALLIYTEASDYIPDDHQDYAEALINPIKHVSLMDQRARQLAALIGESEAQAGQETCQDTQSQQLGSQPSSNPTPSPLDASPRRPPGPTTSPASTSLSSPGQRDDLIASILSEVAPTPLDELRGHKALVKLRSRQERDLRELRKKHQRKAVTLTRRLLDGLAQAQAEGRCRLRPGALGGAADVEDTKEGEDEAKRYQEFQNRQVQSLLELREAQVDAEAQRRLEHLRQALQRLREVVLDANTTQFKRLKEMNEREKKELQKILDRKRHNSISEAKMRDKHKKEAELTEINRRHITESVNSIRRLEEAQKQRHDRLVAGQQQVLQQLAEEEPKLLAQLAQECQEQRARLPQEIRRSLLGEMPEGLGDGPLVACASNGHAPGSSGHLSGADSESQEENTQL
NR1D1 modulator – modulators of Rev-erb alpha DNA binding, primary screen, biochemical, FITC-DNA, fluorescence polarization, uHTS | Rev-erbα–FITC-DNA binding, 90 min | activity, % at 10 µM | 0.79% of 370,000 active | AID 1259318, 2017;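 active means activity above about 14%, limit read from the data; passing the limit was not always enough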;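 further: 0% = DMSO wells with 35 nM protein and 100% = DMSO wells with 750 nM protein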
hcDAF-12 act – H. contortus DAF-12 nuclear receptor activators, primary screen, cell-based, luminescence, HEK293, lit1-tk-luc reporter | HEK293 hcDAF-12 lit1-tk-luc reporter; 0% DMSO, 100% Δ7-dafachronic acid | activation, % at 6.8 µM | 1.4% of 370,000 active;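 active means activation above the mean of all tested compounds plus 3 SD, cut at about 5.5% in these data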;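 further: 100% = response to 3 µM Δ7-dafachronic acid high control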
DAX1 inh-2 – DAX1 (NR0B1) inhibitors on StAR promoter, primary screen, cell-based, luminescence, SF-1 (NR5A1), full-length DAX-1; AID 652010, 2013; HEK293T StAR-luciferase reporter, SF-1/DAX-1 repression relief; inhibition, % at 6.8 µM; 1.1% of 370,000 active;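 active means inhibition above the mean over all tested compounds plus 3 SD, cut at about 3.6% in these data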;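 further: 0% = DAX-1 cells with DMSO and 100% = cells lacking DAX-1 with DMSO; higher inhibition means more luminescence from relief of DAX-1 repression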
HGIII-sPLA2 inh – human group III sPLA2 inhibitors, primary screen, biochemical, QFRET, BODIPY PC-A2 liposome substrate; Group 3 secretory phospholipase A2 (Homo sapiens), Q9NZ20; QFRET BODIPY PC-A2 liposome hydrolysis, fluorescence; inhibition, % at 12.2 µM; 0.56% of 370,000 active;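 active means inhibition above mean plus 3 SD of compounds lying within the high and low control bounds, cut at about 19% in these data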;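 further: 0% = median of test compound wells and 100% = no enzyme DMSO wells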
Starred values were filed as active, the others as inactive; . = no result given; & = joins results of further samples.

SMILES	DAX1 inh-1	ssDAF12 agonist	hgDAF-12 ag	GAA850 FXN act	SMARCA2 activ	PG9 binder	PLCb3 inh	NR1D1 modulator	hcDAF-12 act	DAX1 inh-2	HGIII-sPLA2 inh
N=C(N)c1ccc(N=Nc2c(O)ccc3c2[nH]c2ccccc23)cc1	0.5	0.5	3.1	0.1	-1	-2.0	2	-13	2.2	-0.3	5
COc1ccc([C@H]2C[C@@H](n3cc(-c4ccc(F)cc4)nn3)[C@H](O)CN2CC2CCCCC2)cc1	1.2	-0.9	0.7	-0.6	0	2.3	0	0	0.7	0.1	0
COc1ccccc1N(CN1CCCC1=O)C(=O)c1ccccc1F	3.0	-1.5	0.0	-0.1	-5	-0.9	3	-2	0.1	1.6	-5
Cc1ccc(C)c(-n2c(SCC(=O)Nc3nonc3C)nnc2-c2ccoc2C)c1	-1.0	-0.1	0.4	-2.7	-2	0.9	-1	-6	-1.3	0.6	-25
Cc1onc(-c2c(F)cccc2Cl)c1C(=O)OCC(=O)N1C(C)CCCC1C (configuration not stated)	1.1	-1.2	-0.7	0.3	-7	1.7	-2	1	0.2	0.3	6
COc1cc(F)ccc1-c1cc(C(=O)NCc2ccc(F)cc2)[nH]n1	.	-1.5	-4.1	0.4	-5	2.8	3	4	-3.4	-1.5	5
Nc1ccn([C@@H]2O[C@H](C(=O)N[C@H]3c4ccccc4C[C@H]3O)[C@@H](O)[C@H]2O)c(=O)n1	.	-1.1	2.4	.	-2	1.5	5	-4	0.0	2.3	5
Cc1ccc(NC(=S)NN2CCN(C)CC2)c(C)c1	1.4	-0.9	0.8	-0.1	1	-1.2	1	0	1.2	-0.1	1
COCCn1c(N)c(N(Cc2ccccc2)C(=O)Cc2ccccc2F)c(=O)[nH]c1=O	-0.6	-1.1	-1.3	-0.3	-4	-0.7	-3	3	-1.1	-0.6	-2
Cc1ccc(OCC(=O)N(Cc2ccc(N(C)C)cc2)C2CCS(=O)(=O)C2)cc1 (configuration not stated)	0.4	-0.3	4.7	1.4	3	-2.6	-1	-5	0.7	0.3	-2
CCn1c(Sc2ccc([N+](=O)[O-])cn2)nnc1-c1ccco1	-1.5	-1.4	-0.1	0.8	-4	-0.9	3	-2	-0.7	0.1	2
Cc1cc(C)cc(OCC(=O)Nc2cccc(C(=O)O)c2)c1	-0.1	-0.8	1.6	1.2	2	-2.6	2	-4	1.2	0.8	1
COc1cccc(/C=N/NC(=O)COc2cccc3cccnc23)c1O	-0.3	-1.4	-2.8	-0.4	-5	0.1	-31	-2	-1.0	-0.9	-26
CCN(CC)C(=O)CSc1nnnn1-c1ccc(F)c(Cl)c1	0.9	-1.1	3.3	0.1	-2	-4.3	4	0	-1.5	0.4	1
CN1CCN(CC(=O)N(C)c2nc(-c3ccccc3)cs2)CC1	0.6	-0.6	5.0	4.0	5	-0.4	1	-5	4.0	1.3	1
CC(C)CC(=O)OCC(=O)Nc1ccccc1Sc1ccccc1	-2.4	-1.7	-1.9	1.5	0	1.0	-2	-3	-0.4	0.2	9
CC(=O)NC(CC(=O)OCC(=O)c1cc(C)ccc1C)c1ccccc1 (configuration not stated)	0.2	-1.0	-0.7	0.8	5	2.4	5	0	-0.1	4.3*	-6
CSc1nnc(Cn2c(=O)sc3ccccc32)n1-c1cccc(Cl)c1	-0.1	-0.5	-3.0	1.6	-1	-0.5	2	-1	1.2	1.1	-5
Cc1ccc(C)c(NC(=O)COc2coc(CN3CCc4ccccc4C3)cc2=O)c1	-2.1	-2.2	-5.7	-2.1	-4	-1.4	-11	4	-3.0	-7.4	-24
Cc1ccc(N2CC(C(=O)Nc3ccccc3OC(F)F)CC2=O)cc1 (configuration not stated)	0.0	-0.9	-0.5	2.0	-1	0.7	-6	7	-1.8	-1.4	10
CCCCN(CCCC)Cc1cc(=O)oc2cc(OC)c(Cl)cc12	.	-0.8	2.8	.	-2	0.9	-134	-3	1.2	0.1	-2
COC(=O)[C@@]12C[C@@H](CC(=O)NCCCCc3ccccc3)C(=O)N(CCc3ccc(OC)c(OC)c3)C1=CCC(C)(C)C2	.	-1.4	1.4	.	-3	0.5	0	0	-1.1	-1.5	-18
Cc1c(C(=O)NCc2cccnc2)oc2ccc(S(=O)(=O)N3CCCCCC3)cc12	-1.0	-1.1	-1.1	1.9	0	-1.6	7	2	-2.2	-0.7	-5
COC(=O)c1c(NC(=O)CC2Sc3ccc(C(F)(F)F)cc3NC2=O)sc(C)c1C (configuration not stated)	-0.7	-0.6	-2.5	-0.4	-1	1.7	-2	0	-3.0	-0.2	14
CCN1CCN(S(=O)(=O)c2ccc(Cl)c(C(=O)N(C)Cc3ccc(C(C)(C)C)cc3)c2)CC1	-1.3	-1.4	-2.3	1.9	-2	0.0	-6	3	-1.6	-1.0	-1

Whole records, quoted from the list:
Listed for CCCCN(CCCC)Cc1cc(=O)oc2cc(OC)c(Cl)cc12 : DAX1 inh-1 = .; ssDAF12 agonist = -0.8; hgDAF-12 ag = 2.8; GAA850 FXN act = .; SMARCA2 activ = -2; PG9 binder = 0.9; PLCb3 inh = -134; NR1D1 modulator = -3; hcDAF-12 act = 1.2; DAX1 inh-2 = 0.1; HGIII-sPLA2 inh = -2
Listed for CCN(CC)C(=O)CSc1nnnn1-c1ccc(F)c(Cl)c1 : DAX1 inh-1 = 0.9; ssDAF12 agonist = -1.1; hgDAF-12 ag = 3.3; GAA850 FXN act = 0.1; SMARCA2 activ = -2; PG9 binder = -4.3; PLCb3 inh = 4; NR1D1 modulator = 0; hcDAF-12 act = -1.5; DAX1 inh-2 = 0.4; HGIII-sPLA2 inh = 1

More structures.
SMILES	DAX1 inh-1	ssDAF12 agonist	hgDAF-12 ag	GAA850 FXN act	SMARCA2 activ	PG9 binder	PLCb3 inh	NR1D1 modulator	hcDAF-12 act	DAX1 inh-2	HGIII-sPLA2 inh
CCN(c1ccccc1)S(=O)(=O)c1cccc(C(=O)N(C)CC(=O)Nc2ccc(F)c(F)c2F)c1	-0.5	-1.6	-3.1	-1.9	-1	-1.8	-7	-8	-1.2	-1.5	-7
OC1CC(c2ccco2)NC2(CCCCC2)C1 (configuration not stated)	0.4	-1.0	1.6	-0.2	-3	-1.6	0	-3	-1.6	-0.4	1
CC(C)(C)OC(=O)N1CCCN(C(=O)c2ccc(Cl)cc2)CC1	-0.6	-0.7	-1.1	2.0	-1	0.6	-6	0	-0.7	0.0	12
N#Cc1ccc(NC(=O)COC(=O)C2=COCCO2)cc1	-0.8	-0.8	-0.6	-1.1	-4	1.0	-2	-3	-1.8	0.9	6
CC(C)CC1Nc2ncnc(N3CCOCC3)c2N(Cc2ccc(Cl)cc2)C1=O (configuration not stated)	-0.3	-1.3&-0.9	0.2&3.1	0.0	0&-2	-2.4&-0.1	-1&-8	-1&-3	-2.7&0.1	0.8&-0.2	-6&10
O=C(CN1C(=O)NC2(CCCC2)C1=O)NNC(=O)c1ccc(F)cc1	1.7	-1.2	2.1	1.3	1	-1.1	-8	-2	1.1	-1.1	3
COc1ccc(CN(C)C(=O)c2cccc(S(=O)(=O)NCc3ccccc3)c2)cc1F	0.0	-1.6	0.1	-0.4	2	0.4	-4	2	0.0	1.8	-3
CN(C)C(CNC(=O)c1ccc(S(=O)(=O)Nc2ccccc2F)cc1)c1ccco1 (configuration not stated)	-0.6	-1.2	-0.2	0.7	-1	1.4	-35	4	-0.2	1.3	-3
N#Cc1ccsc1NC(=O)CN1CCN(S(=O)(=O)c2ccc3ccccc3c2)CC1	-0.7	-1.1	1.2	0.5	-1	-4.3	-9	3	-1.3	-0.2	-21
Cc1ccc(OCCn2cc(/C=C3\C(=O)NN(c4ccccc4)C3=O)c3ccccc32)cc1	0.5	-0.9	2.9	1.6	3	-3.6	6	4	1.1	-0.1	-2
CC(=O)N/C(=C/c1ccc([N+](=O)[O-])cc1)C(=O)O	-0.2	-0.8	1.3	2.2	-1	-0.8	1	2	-0.7	0.0	1
COc1cccc(CNCCc2c[nH]c3ccccc23)c1OCc1ccccc1F	-0.6	-1.9	-1.6	-6.5	-5	-2.0	-5	4	-0.3	-1.1	-6
O=C(CN1C(=O)NC2(CCCCCCC2)C1=O)NC1CCCc2ccccc21 (configuration not stated)	1.7	-0.6	0.9	2.2	0	-0.5	0	8	1.6	0.4	8
CC1(C)CCCC2(C)C(OCCO)=CC(=O)C=C12 (configuration not stated)	0.8	-0.5	-1.9	0.4	-1	-1.7	2	-6	-0.1	-0.4	3
CCOc1ccc(N2CC(C(=O)Nc3nnc(Cc4ccccc4)s3)CC2=O)cc1 (configuration not stated)	-1.8	-1.0	0.6	-0.8	-2	-1.7	-5	4	-0.2	0.1	-8
CC(C)(C)NC(=O)CSc1nnc(CN2CCCCCC2=O)n1-c1ccccn1	2.3	-1.4	2.5	-0.6	6	-1.5	-1	1	-1.5	0.3	-3
COc1ccc2nc(SCC(=O)Nc3ccc(S(=O)(=O)Nc4nccc(C)n4)cc3)[nH]c2c1	-0.4	-1.1	2.5	1.2	-1	1.9	0	0	-0.8	-0.6	-18
COCCN(Cc1cc2cc(C)ccc2n2nnnc12)C(=S)Nc1ccccc1C	0.8	-1.4	-0.5	2.4	5	-1.6	1	87*	-2.0	-0.5	2
C[C@H](O)[C@@H]1CN2CCc3c([nH]c4ccccc34)[C@@H]2C[C@@H]1N(C)C(=O)Nc1ccccc1	1.5	0.5	6.1	0.0	-1	-2.6	-136	-1	5.0	0.6	-4
CCOc1cc(/C=C2\C(=N)N3N=CSC3=NC2=O)ccc1OS(=O)(=O)c1ccccc1	1.1	-0.2	0.4	-1.8	-1	5.2	-27	2	-0.4	-1.4	-19
c1ccc(Nc2ncnc3sc4c(c23)CCC4)cc1	-0.4	-1.2	2.2	1.7	4	-3.5	8	-4	-2.1	-0.6	1
Cc1ncc(CO)c2c1OC(C)(C)OC2	-0.7	-0.9	-1.5	5.9	1	-1.0	2	7	-1.7	0.1	2
CCOC(=O)CSc1ncc(-c2ccc([N+](=O)[O-])cc2)[nH]1	1.2	-1.8	1.5	3.4	2	-2.9	-7	-7	-0.4	-0.1	0

Rewritten with two lines to a compound: 2 of the compounds above
Order of results – DAX1 inh-1, ssDAF12 agonist, hgDAF-12 ag, GAA850 FXN act, SMARCA2 activ, PG9 binder, PLCb3 inh, NR1D1 modulator, hcDAF-12 act, DAX1 inh-2, HGIII-sPLA2 inh
CC(C)(C)NC(=O)CSc1nnc(CN2CCCCCC2=O)n1-c1ccccn1
    2.3, -1.4, 2.5, -0.6, 6, -1.5, -1, 1, -1.5, 0.3, -3
O=C(CN1C(=O)NC2(CCCC2)C1=O)NNC(=O)c1ccc(F)cc1
    1.7, -1.2, 2.1, 1.3, 1, -1.1, -8, -2, 1.1, -1.1, 3

Screens (PubChem)
